AmpC inh no detg: blocks E. coli AmpC beta-lactamase in detergent-free assay; P00811; AID 485341; Potency, µM (series often up to 57.1 µM), without a hit: top-dose activity change, negative = inhibition, hits mostly inhibitors; 330,000 compounds, 0.52% hits; AmpC nitrocefin hydrolysis, absorbance 480 nm, 0.0001% Triton;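 also: potency is read from the fitted curve at half-maximal effect; plate controls were no compound for no effect and no enzyme for full effect; nearly all actives have a fitted effect of over 20% in size; some results filed as inactive show a strong effect at the top dose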
Target sequence (P00811 whole entry, looked up): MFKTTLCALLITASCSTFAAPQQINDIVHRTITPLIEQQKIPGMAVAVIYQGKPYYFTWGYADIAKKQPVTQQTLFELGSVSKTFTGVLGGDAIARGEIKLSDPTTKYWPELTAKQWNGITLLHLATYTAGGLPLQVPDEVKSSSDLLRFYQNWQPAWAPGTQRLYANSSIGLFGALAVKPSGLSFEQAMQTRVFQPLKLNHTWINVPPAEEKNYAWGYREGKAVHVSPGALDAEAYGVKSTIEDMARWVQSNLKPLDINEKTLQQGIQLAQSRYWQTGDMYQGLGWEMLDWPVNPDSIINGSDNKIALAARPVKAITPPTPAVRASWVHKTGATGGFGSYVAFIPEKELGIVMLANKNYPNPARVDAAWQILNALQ
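20 mM phosphate pH 7.0 + 0.01% (detergent screen) or 0.0001% Triton X-100; 5.3 nM AmpC reagent; cpd preinc 15 min RT; nitrocefin (800 uM stock) to start; A480 q20 s × 4 min; Activity was normalised to no-enzyme and no-compound control wells.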
HCMV antiviral: blocks human cytomegalovirus replication. HFF cells, HCMV-luciferase reporter, 72 h; active compounds read low. activity change, negative = inhibition, % at 57.5 µM. 410,000 compounds, 4.5% hits; in the data active = activity change below about -60%; inconclusive = no clear call, values can overlap the other calls; inactive = above about -39%; also: % is scaled to controls: 0 for no effect and ±100 for the full control effect
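Two-dose cell screen: HFF monolayers treated with compounds and infected with luciferase-expressing HCMV at 1 PFU/cell, 72 h at 37C, then lysed for luciferase measurement.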
Giardia FBPA inh: inhibitors of Giardia lamblia fructose-1,6-bisphosphate aldolase | A8B2U2 | 290,000 compounds, 0.71% hits | purified Giardia FBPA | Potency, µM (series often up to 59.6 µM), for the others: at the top dose activity, negative = inhibition, usual class: inhibitors; also: potency is read from the fitted curve at half-maximal effect; % is scaled to controls: 0 for no effect and ±100 for the full control effect; nearly all actives have a fitted effect of over 55% in size
Target sequence (A8B2U2 whole entry, looked up): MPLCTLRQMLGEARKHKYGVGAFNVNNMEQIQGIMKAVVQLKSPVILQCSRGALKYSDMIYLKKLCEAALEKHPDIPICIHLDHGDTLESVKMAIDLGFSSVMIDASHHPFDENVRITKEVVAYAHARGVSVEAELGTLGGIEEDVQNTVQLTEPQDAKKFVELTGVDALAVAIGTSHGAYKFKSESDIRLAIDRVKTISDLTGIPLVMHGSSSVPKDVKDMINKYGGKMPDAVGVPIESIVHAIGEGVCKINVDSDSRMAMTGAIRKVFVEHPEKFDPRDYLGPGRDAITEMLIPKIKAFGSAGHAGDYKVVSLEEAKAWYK
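40 nM FBPA preincubated 10 min at RT with compound (up to 57.5 uM final), then substrate plus GAPDH/TPI/NAD/arsenate coupling and diaphorase/resazurin added. Fluorescence read after 20 min at RT, 525/598 nm.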
Shiga inhibitor: inhibitors of Shiga toxin in Vero cells. Vero cells, Shiga toxin protein synthesis inhibition reporter. inhibition, % at 38.7 µM. 290,000 compounds, 9.2% hits. AID 2315; in the data active = inhibition mostly above about 28%, no sharp cut-off; inactive = mostly below about 43%; also: 0% is about no effect
AmpC detergent: blocks E. coli AmpC beta-lactamase in detergent assay; AmpC hydrolysis of nitrocefin, absorbance 480 nm, 0.01% Triton; 370,000 compounds, 0.041% hits; P00811; Potency, µM (highest dose often 114 µM), for the others: at the top dose activity change, negative = inhibition, usual class: inhibitors;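 also: potency is read from the fitted curve at half-maximal effect; 0% = no-compound wells and -100% = no-enzyme wells; nearly all actives have a fitted effect of over 25% in size; some results filed as inactive show a strong effect at the top dose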
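AmpC (5.3 nM in the dispensed reagent) in 20 mM phosphate pH 7.0 with 0.01% (detergent screen) or 0.0001% Triton X-100 was preincubated with compounds for 15 min at room temperature. Nitrocefin was then added from an 800 uM solution, and hydrolysis was followed at 480 nm.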
CHX counter: counter-screen hit for Shiga toxin inhibitors, cycloheximide; cell reporter, cycloheximide protein synthesis inhibition counterscreen; max response, %; 300,000 compounds, 12% hits; in the data active = max response mostly above about 13%, no sharp cut-off; inactive = mostly below about 14%; also: read at 38.3 µM for the half of the compounds with a filed dose; 0% is about no effect
AMA1-RON2 inh: AMA1-RON2 (P. falciparum) interaction inhibition. Potency, µM (series often up to 58.2 µM), inactives show at the highest dose activity change, negative = inhibition, actives largely listed as inhibitors. AlphaScreen AMA1-biotinylated RON2 peptide binding. 360,000 compounds, 0.2% hits;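 also: potency is read from the fitted curve at half-maximal effect; 0% = vehicle wells and -100% = peptide control; nearly all actives have a fitted effect of over 45% in size; some results filed as inactive show a strong effect at the top dose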
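AMA1 (3D7) with his tag at 25 nM final met compounds first, then biotinylated RON2 peptide at 25 nM; detection used donor plus acceptor beads, 10 µg/mL apiece, read by AlphaScreen after 30 min at room temperature.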
* = called active by the depositor; [ ] = remark or other dose. Unless noted, calls follow the shape of the dose curve; as a rule, active = well fitted curve in the direction sought with a large enough effect; inconclusive = small, poorly fitted or top-dose-only effect, or another doubt; inactive = no such curve, though single readings can be large; an effect the other way counts as inactive or inconclusive.

COc1ccc(C2C(Oc3ccccc3C)C(=O)N2Cc2ccc(F)cc2)cc1OC (stereo unspecified) was read as AmpC inh no detg 17.9%, HCMV antiviral 4.7, Giardia FBPA inh 5.1%, Shiga inhibitor -4.6, AmpC detergent 1.5%, CHX counter 0.6 and AMA1-RON2 inh -2.3%.
Cc1c(C(=O)OCC(=O)NCc2ccc3c(c2)OCO3)cccc1[N+](=O)[O-] was read as AmpC inh no detg -21.8%, HCMV antiviral -24.6, Giardia FBPA inh -1.5%, Shiga inhibitor -3.1, AmpC detergent -10.4%, CHX counter 3.0 and AMA1-RON2 inh -6.5%[11.6 µM].
`CC(C)CCNC(=O)CC1Nc2c3ccccc3nc(=S)n2C1=O` (stereo unspecified) gave AmpC inh no detg -23.9%, HCMV antiviral -5.1, Giardia FBPA inh inconclusive, Shiga inhibitor 11.7, AmpC detergent -13.6%, CHX counter -1.4 and AMA1-RON2 inh 25.5%.
For CC(O)CN(Cc1ccc(Cl)cc1)CC(C)O (stereo unspecified) the results were AmpC inh no detg -4.7%, HCMV antiviral 5.9, Giardia FBPA inh inconclusive, Shiga inhibitor -10.3, AmpC detergent -0.9%, CHX counter -2.6 and AMA1-RON2 inh -6.0%.
CC[C@H](C)[C@H](NC(=O)[C@H](Cc1ccc(O)cc1)NC(=O)[C@@H](NC(=O)[C@H](CCCN=C(N)N)NC(=O)[C@@H](N)CC(=O)O)C(C)C)C(=O)N[C@@H](Cc1cnc[nH]1)C(=O)N1CCC[C@H]1C(=O)N[C@@H](Cc1ccccc1)C(=O)O was read as Giardia FBPA inh 1.2%, Shiga inhibitor 15.0 and CHX counter 16.0.
CCc1nc(SCC(=O)Nc2cccc3ccccc23)[nH]c(=O)c1C was read as AmpC inh no detg -13.0%, HCMV antiviral -6.9, Giardia FBPA inh -24.9%, Shiga inhibitor -7.9, AmpC detergent -3.6%, CHX counter -4.7 and AMA1-RON2 inh -2.7%.
Screening Cc1cc(C)c2ccc(NN)nc2c1O returned AmpC inh no detg -19.7%, HCMV antiviral 2.6, Giardia FBPA inh -28.2%, Shiga inhibitor -17.0, AmpC detergent -7.0%, CHX counter -2.6 and AMA1-RON2 inh 76.5%[activator].
Screening O=C(COC(=O)c1ccc(Cl)nc1)NNC(=O)c1ccc(Cl)cc1 returned AmpC inh no detg -11.4%, HCMV antiviral -2.4, AmpC detergent 5.2% and AMA1-RON2 inh 55.2%[activator].
For O=C1c2cccc3cccc(c23)C(=O)N1CC1CCN(CC(O)COCc2ccc3c(c2)OCO3)CC1 (stereo unspecified) the results were AmpC inh no detg 96.0%[activator], HCMV antiviral -19.7, Giardia FBPA inh 3.8%, Shiga inhibitor -4.4, AmpC detergent -3.9%, CHX counter -2.7 and AMA1-RON2 inh 4.9%.
For CN(Cc1cccc(Cl)c1Cl)C(=O)c1cc(S(=O)(=O)N2CCOCC2)ccc1F the results were AmpC inh no detg 123.1%[activator], HCMV antiviral -23.7 and AMA1-RON2 inh -3.1%.
Screening CCc1cc(C(=O)OC)c(NC(=O)c2cc(Br)cs2)s1 returned HCMV antiviral -7.8, Giardia FBPA inh -1.2%, Shiga inhibitor -15.7, AmpC detergent 0.9%, CHX counter 5.1 and AMA1-RON2 inh 19.0%.
Cc1cc2c(C)cc(=O)[nH]c2cc1NC(=O)CCl was read as AmpC inh no detg -5.7%, HCMV antiviral -24.9, Giardia FBPA inh -13.0%, Shiga inhibitor -5.8, AmpC detergent 8.3%, CHX counter -1.5 and AMA1-RON2 inh 7.9%.
Cc1nc(-c2cccs2)ccc1C(=O)O was read as AmpC inh no detg -27.4%, HCMV antiviral inconclusive, Giardia FBPA inh -0.4%, Shiga inhibitor 22.4, AmpC detergent -6.3%, CHX counter -0.8 and AMA1-RON2 inh -11.6%.
CC(C)[C@H](NC(=O)c1ccccc1)C(=O)N1CCc2ccccc21 was read as AmpC inh no detg -37.7%, HCMV antiviral -25.4, Giardia FBPA inh 3.0%, Shiga inhibitor -1.6, AmpC detergent inconclusive, CHX counter -6.4 and AMA1-RON2 inh inconclusive.
Screening CCOC(=O)C1(O)CSc2nc3sc(C(=O)O)c(C)c3c(=O)n21 (stereo unspecified) returned AmpC inh no detg -12.5%, HCMV antiviral 1.2, Giardia FBPA inh 9.2%, Shiga inhibitor 3.9, AmpC detergent -7.3%, CHX counter -0.9 and AMA1-RON2 inh 2.3%.
Screening O=C(Nc1nnc(-c2ccccc2SCc2ccccc2F)s1)Nc1ccccc1F returned AmpC inh no detg -26.1%, HCMV antiviral -60.5*, Giardia FBPA inh 8.8%, Shiga inhibitor -9.9, AmpC detergent -8.0%, CHX counter -2.9 and AMA1-RON2 inh -14.2%.
For COc1c(C(=O)N2CCCC2)ccc2ccccc12 the results were AmpC inh no detg 14.1%, HCMV antiviral 18.8, Giardia FBPA inh 1.1%, Shiga inhibitor -3.5, AmpC detergent -2.0%, CHX counter 4.7 and AMA1-RON2 inh -22.3%.
For O=C(Nc1cccc(O)c1)c1ccc([N+](=O)[O-])cc1Cl the results were AmpC inh no detg -19.1%, HCMV antiviral inconclusive, Giardia FBPA inh 1.5%, Shiga inhibitor 60.9*, AmpC detergent 3.9%, CHX counter 31.7* and AMA1-RON2 inh 9.9%.
Screening Cc1ccc(N2CCN(/N=C/c3cccs3)CC2)cc1 returned AmpC inh no detg -7.0%, HCMV antiviral -10.0, Giardia FBPA inh 1.7%, Shiga inhibitor 13.1, AmpC detergent 2.1%, CHX counter 7.5 and AMA1-RON2 inh -6.9%.
CCOC(=O)Cc1nn(Cc2ccccc2)c(=O)c2ccccc12 was read as AmpC inh no detg -9.3%, HCMV antiviral 9.0, Giardia FBPA inh -2.6%, Shiga inhibitor 8.9, AmpC detergent 0.8%, CHX counter -1.2 and AMA1-RON2 inh -1.9%.

Some of these compounds in order of count of non-hydrogen atoms, largest number first:
CCc1nc(SCC(=O)Nc2cccc3ccccc23)[nH]c(=O)c1C was read as AmpC inh no detg -13.0%, HCMV antiviral -6.9, Giardia FBPA inh -24.9%, Shiga inhibitor -7.9, AmpC detergent -3.6%, CHX counter -4.7 and AMA1-RON2 inh -2.7%.
For COc1c(C(=O)N2CCCC2)ccc2ccccc12 the results were AmpC inh no detg 14.1%, HCMV antiviral 18.8, Giardia FBPA inh 1.1%, Shiga inhibitor -3.5, AmpC detergent -2.0%, CHX counter 4.7 and AMA1-RON2 inh -22.3%.
Cc1nc(-c2cccs2)ccc1C(=O)O was read as AmpC inh no detg -27.4%, HCMV antiviral inconclusive, Giardia FBPA inh -0.4%, Shiga inhibitor 22.4, AmpC detergent -6.3%, CHX counter -0.8 and AMA1-RON2 inh -11.6%.

Further compounds follow:
COc1ccc(-n2c(SCC3OCCO3)nc3c(sc(=S)n3-c3ccccc3)c2=O)cc1OC was read as AmpC inh no detg 126.9%[activator], HCMV antiviral 10.6, Giardia FBPA inh -12.8%, Shiga inhibitor -1.5, AmpC detergent inconclusive, CHX counter 9.6 and AMA1-RON2 inh 11.2%.
For O=C(CCCNS(=O)(=O)c1cccc2nsnc12)NC1CCCCC1 the results were AmpC inh no detg 20.3%, HCMV antiviral 2.4, Giardia FBPA inh 13.6%, Shiga inhibitor -8.7, AmpC detergent 0.1%, CHX counter -2.2 and AMA1-RON2 inh -1.7%.
For Cc1cccc(C(=O)NNC(=O)c2ccc(NS(=O)(=O)c3cccs3)cc2)c1C the results were AmpC inh no detg -32.3%, HCMV antiviral 57.0, AmpC detergent 3.7% and AMA1-RON2 inh 25.9%.
COc1ccc(CCNC(=O)COC(=O)/C=C/c2ccc3c(c2)OCO3)cc1OC was read as AmpC inh no detg 44.5%, HCMV antiviral -9.8 and AMA1-RON2 inh -9.2%[11.6 µM].
O=c1oc2ccccc2c(NCCO)c1[N+](=O)[O-] was read as AmpC inh no detg -12.9%[11.4 µM], HCMV antiviral 8.6, Giardia FBPA inh -1.6%, Shiga inhibitor -15.9, AmpC detergent -11.1%, CHX counter -0.7 and AMA1-RON2 inh 4.3%.
`COc1ccc(S(=O)(=O)N2CCCCC2)cc1NC(=O)CCCOc1ccccc1` gave AmpC inh no detg 3.3%, HCMV antiviral -5.4, AmpC detergent 0.0% and AMA1-RON2 inh 19.6%.
Nc1nc2n(n1)C(=O)CC(c1ccccc1)N2 (stereo unspecified) was read as AmpC inh no detg -13.8%, HCMV antiviral -15.4, Giardia FBPA inh 4.6%, Shiga inhibitor -12.0, AmpC detergent -12.2%, CHX counter -2.5 and AMA1-RON2 inh 12.0%.
Screening Cc1ccccc1-c1nc(CSc2nc3c(c(=O)[nH]2)CCC3)c(C)o1 returned AmpC inh no detg -27.1%, HCMV antiviral 1.3, Giardia FBPA inh 0.1%, Shiga inhibitor -17.9, AmpC detergent inconclusive, CHX counter -5.3 and AMA1-RON2 inh -1.2%.
For CC(C)(Oc1ccc(Cl)cc1)C(=O)NCC(c1cccs1)N1CCOCC1 (stereo unspecified) the results were AmpC inh no detg 232.6%[activator], HCMV antiviral -20.1, AmpC detergent inconclusive and AMA1-RON2 inh 0.4%.
For O=C(O)c1ccccc1Nc1ccnc(C(F)(F)F)c1 the results were AmpC inh no detg -18.8%, HCMV antiviral -6.5, Giardia FBPA inh -3.5%, Shiga inhibitor 3.6, AmpC detergent -0.1%, CHX counter -1.8 and AMA1-RON2 inh 31.5%[activator].
For CCCCCCCCCCOC(=O)Cn1c(COc2ccc(Cl)cc2)[n+](C)c2ccccc21 the results were AmpC inh no detg 89.6%[activator], HCMV antiviral -39.8, Giardia FBPA inh -7.1%, Shiga inhibitor -11.2, AmpC detergent -14.5%, CHX counter -4.7 and AMA1-RON2 inh -2.8%.
CC(O)C(NC=C1C(=O)OC(C)(C)OC1=O)C(=O)O (stereo unspecified) was read as AmpC inh no detg -32.1%, HCMV antiviral -31.5, Giardia FBPA inh -10.6%, Shiga inhibitor -2.7, AmpC detergent 2.9%, CHX counter 2.0 and AMA1-RON2 inh 22.7%.
Screening COCc1cc(C)nc(Nc2ccccc2C)c1C#N returned HCMV antiviral 33.3, Giardia FBPA inh -10.3%, Shiga inhibitor -9.6, AmpC detergent -0.8%, CHX counter 4.6 and AMA1-RON2 inh 2.6%.
O=C(COc1ccccc1)NCC(=O)N/N=C/c1ccccc1 was read as AmpC inh no detg -14.5%, HCMV antiviral -7.8, Giardia FBPA inh -9.9%, Shiga inhibitor 11.7, AmpC detergent -19.1%, CHX counter -3.3 and AMA1-RON2 inh 4.7%.
`CSc1ccc(C=O)cc1` gave AmpC inh no detg -10.0%, HCMV antiviral -18.3, AmpC detergent 2.2% and AMA1-RON2 inh 10.3%.
For Cn1c(N)c(C(=O)COC(=O)CSc2ccc3ccccc3c2)c(=O)n(C)c1=O the results were AmpC inh no detg 93.3%[activator], HCMV antiviral -9.8, Giardia FBPA inh -6.8%, Shiga inhibitor 31.2, AmpC detergent -12.6%, CHX counter -4.7 and AMA1-RON2 inh 0.1%.
For CCOc1ccccc1C(=O)NCCc1cnc[nH]1 the results were AmpC inh no detg 0.3%, HCMV antiviral inconclusive, Giardia FBPA inh -11.1%, Shiga inhibitor -10.6, AmpC detergent -7.9%, CHX counter -2.7 and AMA1-RON2 inh -12.9%.

Source: PubChem BioAssay
